Screening data: PubChem BioAssay, several laboratories
KOR beta-arrestin-1: KOR antagonists, beta-arrestin recruitment, cell-based, luminescence, uHTS (AID 1778) | KOR beta-arrestin recruitment, luminescence, antagonist mode; higher % means a stronger effect | inhibition, % at 10 µM; hits with a dose series show IC50 in µM | actives 0.091% (n = 290,000); also: strong numbers were not always called active
KOR beta-arrestin-2: KOR agonists, beta-arrestin recruitment, primary screen, cell-based, luminescence, uHTS (AID 1777); Kappa-type opioid receptor (Homo sapiens); KOR beta-arrestin recruitment, luminescence; higher % means a stronger effect; activation, % at 10 µM, or EC50 in µM where a hit was titrated; actives 0.02% (n = 280,000); in the data active = activation above about 50%, passing the limit was not always enough; also: a part of the inactive calls stands beside numbers as strong as those of hits
NS5 inhibitors: Dengue-2 NS5 methyltransferase inhibitors, primary screen, biochemical, confirmation dose response (AID 588689). Genome polyprotein (Dengue virus type 2 (strain 16681-PDK53)). Dengue-2 NS5 methyltransferase capping enzyme assay, biochemical; higher % means a stronger effect. one-dose inhibition, % at 25 µM; IC50 in µM for titrated hits. actives 0.3% (n = 340,000); in the data active = a potency from the dose series; inconclusive = inhibition above about 29% without an active follow-up result
Yfh1-off respiration: enhancers of respiration in Yfh1-depleted yeast, dose response, Friedreich's ataxia, plus single-dose screen (AID 1465). fold induction at 50 µM; hits with a dose series show EC50 in µM. actives 0.074% (n = 220,000). S. cerevisiae Yfh1-off respiration, WST-1 reduction, 72 h; higher fold induction means a stronger effect;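 active = fold induction of absorbance versus untreated yeast above a set limit, then at least 30% activation at any dose in follow-up; inconclusive = repeats straddling the limit, or above it without dose testing; inactive = fold induction below the set limit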;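 also: activators that raise dye reduction in frataxin-depleted yeast; strong numbers were not always called active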
HIV peptide binding: inhibitors of HIV fusion peptide binding, primary screen, biochemical, uHTS, fluorescence dequenching (AID 1986); cell-free peptide binding, fluorescence dequenching, 30 min; higher % means a stronger effect; inhibition, % at 20 µM; hits with a dose series show IC50 in µM; actives 0.3% (n = 290,000); in the data active = inhibition mostly above about 52%, no sharp cut-off; inactive = mostly below about 76%; also: some results filed as inactive read as strong as hits
AID2073: inhibitors of Mint1-CaV2.2 protein interaction, biochemical, HTRF (AID 2073); Voltage-dependent N-type calcium channel subunit alpha-1B (Homo sapiens); HTRF protein-protein interaction, Mint1-CaV2.2; higher % means a stronger effect; one-dose inhibition, % at 20 µM; IC50 in µM for titrated hits; actives 0.19% (n = 290,000); in the data active = inhibition mostly above about 51%, no sharp cut-off; inconclusive = no clear call, values can overlap the other calls; inactive = mostly below about 53%; also: some results filed as inactive read as strong as hits
West Nile virus CPE: West Nile virus antiviral activity, cell-based, CPE readout (AID 1621); actives 0.02% (n = 290,000); one-dose CPE inhibition, % at 10 µM; IC50 in µM for titrated hits; West Nile virus-infected cells, CPE inhibition; higher % means a stronger effect; in the data active = a potency from the dose series; inconclusive = CPE inhibition mostly from about 3.7% at the one dose, without a potency; inactive = the rest, 99 in 100 with CPE inhibition below about 2.2%; also: strong numbers were not always called active
NOD1 inhibition: NOD1 signaling inhibitors, primary screen, cell-based, luminescence, uHTS (AID 1578); NOD1-driven NF-kB luciferase reporter cells, luminescence; higher % means a stronger effect; inhibition, % at 4 µM; hits with a dose series show EC50 in µM; actives 1% (n = 290,000); in the data active = inhibition mostly above about 36%, no sharp cut-off; inactive = mostly below about 34%;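 also: HEK-293T reporter cells stimulated with the NOD1 agonist gamma-tri-DAP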
NOD2 inhibition: NOD2 signaling inhibitors, cell-based, luminescence, uHTS, HEK293 (AID 1566); one-dose inhibition, % at 4 µM; EC50 in µM for titrated hits; actives 0.63% (n = 290,000); HEK293 NOD2/NF-kB luciferase reporter, luminescence; higher % means a stronger effect; also: many of its hits are not listed in these tables
NS5 inhibitors pilot replicate: recorded beside NS5 inhibitors, whose call it bears; inhibition, %; measured here: pilot screen replicate inhibition
Active calls of the source: *; i = inactive; ? = inconclusive; / = not tested or not shown; [ ] = dose if it differs, or a comment. Rule as the data show it, unless noted: active = inhibition above about 50%; inactive = the rest. A portion of the library; the hit share may differ from the screen's.

SMILES | KOR beta-arrestin-1 | KOR beta-arrestin-2 | NS5 inhibitors | Yfh1-off respiration | HIV peptide binding | AID2073 | West Nile virus CPE | NOD1 inhibition | NOD2 inhibition | others
Cc1cccc(C)c1NC(=O)Cn1cc(C=O)c2ccccc21 | -12% | 10% | -8% | / | 3.3% | 8% | -0.4% | 40% | 20% | NS5 inhibitors pilot replicate=-4.0
Cc1cc(C(=O)NN)c(C)o1 | 2% | -5.3% | -4% | i | -2.1% | 2% | -0.2% | -16% | 12%
CN(Cc1ccc(OC(F)F)cc1)C(=O)c1ccc2nccnc2c1 | -1% | -3.1% | -4% | i | -2.8% | -7% | -0.6% | -5% | 8%
CCc1ccccc1NC(=O)c1cc2ncc(Br)cn2n1 | 21% | -3.6% | 5% | i | -1.3% | 6% | 0.2% | -41% | -18%
CCOc1cc(NC(=S)NCCCN2CCOCC2)c(OCC)cc1NC(=O)c1ccccc1 | 17% | 3.1% | 5% | i | -1.8% | 4% | 1.4% | -30% | 18%
COc1cc(NC(=O)CN2C(=O)c3ccccc3C2=O)c(C(=O)O)cc1OC | -36% | -3.9% | -6% | i | 0.7% | -9% | 0.2% | 7% | 2%
CCOC(=O)c1cc2sccc2n1CC(=O)N1CCCc2ccccc21 | 3% | 3.5% | -3% | i | 0.8% | 10% | 0.3% | -34% | -64%
O=c1[nH]cnc2c1N=C(c1cccc([N+](=O)[O-])c1)CC(c1ccccc1)N2 (configuration not stated) | -11%[20 µM] | -6.3% | -5% | i | -1.7% | -1% | -0.1% | 0% | -4%
CS(=O)(=O)N1CCC(C(=O)Nc2cc(C(F)(F)F)ccc2Cl)CC1 | -22% | 3.3% | -1% | i | 1.0% | 1% | 0.5% | -25% | -34%
CC(NC(=S)Nc1ccc(F)cc1)C(c1cccs1)N1CCOCC1 (configuration not stated) | -4% | 3.1% | -6% | i | -0.3% | -23% | -0.1% | -9% | -9%
CCCc1cc(C(=O)Nc2cc(Cl)ccc2O)no1 | -15% | -3.6% | -10% | / | 4.4% | 11% | -0.7% | -32% | -10%
CN(C)S(=O)(=O)c1cccc(NC(=O)C2Cc3ccccc3CN2C(=O)c2ccccc2)c1 (configuration not stated) | 3% | -3.4% | 2% | / | -1.6% | 4% | 0.1% | -32% | 11%
CC1(C)Cc2c(c(N3CCOCC3)nc3sc4c(NCCN5CCOCC5)nnnc4c23)CS1 | 14% | -0.5% | -4% | i | -1.0% | -13% | 2.1% | -2% | 25%
O=C(Cc1ccc(Br)cc1)NC1CCCc2ccccc21 (configuration not stated) | -13% | -3.4% | -10% | / | -1.0% | 11% | -0.8% | -30% | 33%
COC(=O)c1ccc(COn2c(=O)c(C)[n+]([O-])c3ccccc32)cc1 | 10% | -5.4% | 8% | i | -0.4% | 7% | 0.1% | -8% | 18% | NS5 inhibitors pilot replicate=2.4
CCc1nnc(NS(=O)(=O)c2ccc(NC(=S)NC(=O)/C=C/c3ccccc3)cc2)s1 | -2% | -4.0% | 9% | i | 61%* | -6% | 1.5% | -26% | 5%
O=C(CCc1nnc2ccc(NCCCN3CCCC3=O)nn12)NCc1ccccc1Cl | -26% | 0.9% | 6% | / | 0.0% | 13% | -0.3% | -12% | 0%
COc1ccc(S(=O)(=O)Nc2ccc(NC(C)=O)cc2)cc1Cl | -9% | -3.2% | / | i | 0.7% | -5% | 0.4% | -26% | 11%
CC(=O)NCCNC(=O)c1ccc(-n2c(C)ccc2C)cc1 | -31% | 2.3% | -3% | i | 2.2% | 13% | -0.2% | -17% | -3%
COc1ccc(-c2c(C)nn(-c3ccccc3)c2N)cc1OC | 3% | -2.1% | 1% | i | 0.9% | 8% | 0.2% | -20% | 11%
COC(=O)c1cc(C(=O)OC)n(Cc2ccc(F)cc2)c1C | -15% | -1.2% | -2% | i | -0.5% | -7% | -1.1% | -27% | 15%
COCCn1nnnc1SCC(=O)c1ccccc1 | 21% | -2.4% | 3% | i | 1.0% | -2% | -0.5% | 2% | -4%
OCCC1CN(Cc2cn[nH]c2C2CCCCC2)CCN1Cc1ccccc1 (configuration not stated) | -26%[20 µM] | -6.9% | -10% | i | -0.2% | -1% | -0.6% | -17% | -15%
CCCSc1nc2c(cnn2-c2ccc(C)cc2)c(=O)[nH]1 | 24% | -1.7% | -1% | i | 1.9% | 42% | 2.8% | 5% | 10%
CCn1cc(CN2CCC(C(=O)Nc3cccc(-c4cscn4)c3)CC2)cn1 | -7% | -3.4% | -1% | / | -1.6% | -6% | -0.8% | -27% | 0%
O=C(CSc1nc2sc3c(c2c(=O)n1-c1ccccc1)CCCC3)N/N=C/c1ccc(C(=O)O)cc1 | -36% | -4.3% | 5% | / | 29% | -2% | 1.1% | 3% | 16%
CCN(CC)CCNC(=O)c1cc(S(=O)(=O)N2CCc3ccccc32)cn1C | 0%[20 µM] | -3.6% | -5% | / | 0.7% | 12% | 0.0% | 46% | 27%
CC(CCc1ccccc1)NC(=O)CN1CCSc2ccccc21 (configuration not stated) | 0% | 10% | -4% | i | -1.0% | -24% | -1.0% | 8% | -13%
CC(=O)Nc1c2c(nn1-c1ccc(Cl)cc1)CSC2 | -6% | -3.1% | 6% | / | -0.6% | 3% | -0.8% | -35% | 3%
Cc1ccc2nc(SCC(=O)Nc3cc(C)on3)[nH]c2c1 | -17% | -1.2% | -6% | i | 0.6% | -3% | -0.5% | -7% | 24%
COc1ccc(Cc2nnc(NC(=O)C3CC(=O)N(c4ccccc4)C3)s2)cc1OC (configuration not stated) | -16% | -2.8% | -9% | / | -1.7% | 13% | 0.5% | -12% | 8%
CN(C)C(=O)c1ccc2c(c1[N+](=O)[O-])C(=O)c1ccccc1C2=O | 18% | 0.0% | -1% | i | -0.8% | -1% | -0.2% | -36% | -18%
CC1(C)CC(=O)C2=C(C1)OC1=C(C(=O)CC(C)(C)C1)C2c1cc([N+](=O)[O-])cc([N+](=O)[O-])c1O | -43%[20 µM] | / | 19% | i | 15% | 15% | 0.4% | 0% | 37%
N#Cc1c(-c2ccccc2)nc(SCc2nc(N)nc(N3CCCCC3)n2)[nH]c1=O | 4% | 3.4% | 2% | / | 19% | 17% | 0.5% | / | 28%
Cc1ccc(N2CC(C(=O)NCc3ccco3)CC2=O)cc1Cl (configuration not stated) | 14% | 1.8% | -4% | / | 1.2% | 3% | -0.5% | -20% | 8%
S=c1[nH]nc(-c2ccco2)n1/N=C/c1ccc(Br)s1 | -27% | 1.4% | 7% | i | 4.9% | -37% | 0.6% | 4% | 2%
COc1ccc(NC(=O)CS(=O)(=O)c2cn(CC(=O)N3CCOCC3)c3ccccc23)cc1OC | -17% | -1.0% | 4% | / | 1.8% | -38% | -0.2% | -1% | 2%
Cc1cc(C)c(NC(=O)CN2CCC(NC(=O)NC3CCCCC3)CC2)c(C)c1 | -54%[20 µM] | / | / | i | 0.3% | 11% | 0.4% | 12% | -5%
CC(=O)N1CCC(C(=O)Nc2cc(C)cc(C)c2)CC1 | 6% | 0.6% | -7% | i | 0.2% | 5% | 0.9% | -8% | 13%
Nc1ccc(Sc2cc(Cl)nc(N)n2)cc1 | -28% | 2.1% | / | i | -0.9% | 17% | 0.4% | -22% | -5%
COc1ccc(NC(=S)N2CCC(C(=O)c3ccc(C)cc3)CC2)cc1 | -16%[20 µM] | -0.9% | -11% | / | -0.8% | -13% | -0.4% | 16% | 7%
COc1ccc(/C=C/C(=O)N/C(=C\c2ccco2)C(=O)NCCc2nc3ccccc3[nH]2)cc1 | 30% | -3.8% | -4% | i | 3.8% | 4% | -0.5% | -6% | 10%
COc1ccc2cc1Oc1ccc(cc1)C[C@H]1c3cc(c(OC)cc3CCN1C)Oc1c(OC)c(OC)cc3c1[C@H](C2)N(C)CC3 | 20% | -1.0% | -1% | i | 1.9% | -2% | ? | -5% | 11%
COc1ccc(C2CC(c3ccccc3)=NN2C(=O)COC(=O)c2nc3nc(C)cc(C)n3n2)cc1 (configuration not stated) | -7% | -1.7% | -6% | i | 0.7% | -10% | -0.9% | -1% | 10%
CCCc1nn(C)c(C(=O)Nc2ccc(C)c(C)c2)c1Cl | 5% | 7.2% | -11% | i | -1.3% | -6% | 0.1% | -49% | -36%
COCCNC(=O)C(c1cccc(OC)c1)N(C(=O)Cn1nnc2ccccc21)c1cccnc1 (configuration not stated) | -32% | 5.6% | -3% | i | -0.2% | -1% | -0.4% | -1% | -7%
O=C(Cc1ccccc1)NS(=O)(=O)c1ccc(N=NN2CCOCC2)cc1 | -30%[20 µM] | 7.0% | -1% | i | 1.3% | 16% | 0.4% | -36% | 4%
COc1ccc(-n2c(=O)cc(N3CCc4ccccc43)[nH]c2=O)cc1 | 6% | 11% | -3% | i | 0.7% | 42% | 0.1% | -20% | 14%
O=C(Oc1cccc([N+](=O)[O-])c1)C1CCN(C(=O)c2ccc(F)cc2)CC1 | -15% | 3.1% | -8% | / | -0.8% | -3% | -0.3% | -31% | 3%
CC1Cc2ccccc2N1c1ncnc2c1nnn2Cc1ccccc1 (configuration not stated) | -11% | 0.9% | -8% | i | -3.5% | 45% | -0.5% | 0% | 9%
More structures follow:
SMILES | KOR beta-arrestin-1 | KOR beta-arrestin-2 | NS5 inhibitors | Yfh1-off respiration | HIV peptide binding | AID2073 | West Nile virus CPE | NOD1 inhibition | NOD2 inhibition | others
O=C(/C=C/c1ccc([N+](=O)[O-])s1)N1CCN(c2ccccc2)CC1 | -3% | -0.6% | -12% | / | -0.9% | -18% | 1.6% | / | /
O=C(C1CC1)N1CCc2cc(S(=O)(=O)NCCC3=CCCCC3)ccc21 | -4% | 5.3% | -4% | i | -1.2% | -2% | -0.4% | 37% | 13%
O=C(C1=NOC(CNc2ncc(C(F)(F)F)cc2Cl)C1)N1CCOCC1 (configuration not stated) | -53%[20 µM] | 3.2% | -1% | i | -0.8% | -15% | -0.6% | 33% | 12%
COc1ccc2c(c1OC)C(=O)N1C2SC[C@H]1C(=O)NCCC(C)C (some centres not stated) | 24% | -4.3% | -8% | / | 1.0% | -10% | 0.1% | -4% | 6%
O=C(NN=C1CCCCCCC1)c1ccc(F)cc1 | 37% | -3.6% | 0% | i | -1.7% | 2% | 0.2% | -34% | -10%

In the list so far, these contain a COOH group:
SMILES | KOR beta-arrestin-1 | KOR beta-arrestin-2 | NS5 inhibitors | Yfh1-off respiration | HIV peptide binding | AID2073 | West Nile virus CPE | NOD1 inhibition | NOD2 inhibition | others
COc1cc(NC(=O)CN2C(=O)c3ccccc3C2=O)c(C(=O)O)cc1OC | -36% | -3.9% | -6% | i | 0.7% | -9% | 0.2% | 7% | 2%
O=C(CSc1nc2sc3c(c2c(=O)n1-c1ccccc1)CCCC3)N/N=C/c1ccc(C(=O)O)cc1 | -36% | -4.3% | 5% | / | 29% | -2% | 1.1% | 3% | 16%
